Screening results from PubChem BioAssay.
Nrf2 block = Nrf2 qHTS screen for inhibitors. A549 ARE-Fluc reporter, luciferase luminescence, 18-24 h. Potency, µM (doses to about 46 µM), for the others: top-dose activity change, negative = inhibition, usual class: inhibitors. hit rate 2.1% among 360,000. AID 504444, 2011; also: potency is read from the fitted curve at half-maximal effect; % is scaled to controls: 0 for no effect and ±100 for the full control effect; nearly all actives have a fitted effect of over 60% in size
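A549 ARE_Fluc cells, 5000/well, 5% FBS OPTI-MEM; compounds in dose-response, 18-24 h at 37 °C/5% CO2; CellTiter-Fluor viability read (Ex 405/Em 525), then BugLite luciferase luminescence = Nrf2 activity.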
ATXN viability = Viability Counterscreen for Primary qHTS for Inhibitors of ATXN expression. S2 cells (HEK-293 line with an ATXN2-luciferase reporter) viability, CellTiter-Fluor protease fluorescence, 24 h. Potency, µM (series often up to 56.7 µM), actives largely listed as cytotoxic. hit rate 0.49% among 400,000. AID 651635, 2014; also: potency is read from the fitted curve at half-maximal effect; nearly all actives have a fitted effect of over 40% in size
A549 viability = Nrf2 qHTS screen for inhibitors: counterscreen for cytotoxicity; hit rate 0.16% among 390,000; Potency, µM (highest dose often 46 µM), for inactives: at the highest dose activity change, negative = cytotoxicity, most hits filed as inhibitors; A549 ARE-Fluc cells, CellTiter-Fluor viability, 18-24 h; also: potency is read from the fitted curve at half-maximal effect; % is scaled to controls: 0 for no effect and ±100 for the full control effect
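A549 ARE_Fluc cells in 5% FBS OPTI-MEM were exposed to compounds in concentration-response for 18-24 h at 37 deg C. Viability was read by CellTiter-Fluor fluorescence (Ex 405/Em 525) after 30 min, before the luciferase read.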
HepG2 tox = qHTS for Inhibitors of TGF-b: Cytotox Counterscreen. HepG2 CAGA-GFP viability, ATP luminescence, 18 h. Potency, µM (series often up to 46.1 µM), for inactives: top-dose activity change, negative = cytotoxicity, hits mostly cytotoxic. hit rate 0.76% among 410,000; also: potency is read from the fitted curve at half-maximal effect; some results filed as inactive show a strong effect at the top dose
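HepG2 CAGA-GFP cells (1000/well, DMEM with 1% FBS) received compound, then TGF-beta at 500 pg/mL final, and were incubated 18 hours at 37 degrees C. Viability was read by CellTiter-Glo luminescence. Media-only wells were set as complete cell-killing and DMSO as no toxicity.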
EPAC2 ag = qHTS for Agonist of cAMP-regulated guanine nucleotide exchange factor 4 (EPAC2): primary screen; AID 720711, 2013; Rap guanine nucleotide exchange factor 4 (Homo sapiens), Q8WZA2; EPAC2 activation, biochemical qHTS; response scale: 100% = 6.5 mM cAMP response; hit rate 0.079% among 360,000; Potency, µM (doses to about 154 µM), inactives show at the highest dose activation, actives largely listed as activators; also: potency is read from the fitted curve at half-maximal effect; nearly all actives have a fitted effect of over 50% in size
Target sequence (Q8WZA2 whole entry, looked up): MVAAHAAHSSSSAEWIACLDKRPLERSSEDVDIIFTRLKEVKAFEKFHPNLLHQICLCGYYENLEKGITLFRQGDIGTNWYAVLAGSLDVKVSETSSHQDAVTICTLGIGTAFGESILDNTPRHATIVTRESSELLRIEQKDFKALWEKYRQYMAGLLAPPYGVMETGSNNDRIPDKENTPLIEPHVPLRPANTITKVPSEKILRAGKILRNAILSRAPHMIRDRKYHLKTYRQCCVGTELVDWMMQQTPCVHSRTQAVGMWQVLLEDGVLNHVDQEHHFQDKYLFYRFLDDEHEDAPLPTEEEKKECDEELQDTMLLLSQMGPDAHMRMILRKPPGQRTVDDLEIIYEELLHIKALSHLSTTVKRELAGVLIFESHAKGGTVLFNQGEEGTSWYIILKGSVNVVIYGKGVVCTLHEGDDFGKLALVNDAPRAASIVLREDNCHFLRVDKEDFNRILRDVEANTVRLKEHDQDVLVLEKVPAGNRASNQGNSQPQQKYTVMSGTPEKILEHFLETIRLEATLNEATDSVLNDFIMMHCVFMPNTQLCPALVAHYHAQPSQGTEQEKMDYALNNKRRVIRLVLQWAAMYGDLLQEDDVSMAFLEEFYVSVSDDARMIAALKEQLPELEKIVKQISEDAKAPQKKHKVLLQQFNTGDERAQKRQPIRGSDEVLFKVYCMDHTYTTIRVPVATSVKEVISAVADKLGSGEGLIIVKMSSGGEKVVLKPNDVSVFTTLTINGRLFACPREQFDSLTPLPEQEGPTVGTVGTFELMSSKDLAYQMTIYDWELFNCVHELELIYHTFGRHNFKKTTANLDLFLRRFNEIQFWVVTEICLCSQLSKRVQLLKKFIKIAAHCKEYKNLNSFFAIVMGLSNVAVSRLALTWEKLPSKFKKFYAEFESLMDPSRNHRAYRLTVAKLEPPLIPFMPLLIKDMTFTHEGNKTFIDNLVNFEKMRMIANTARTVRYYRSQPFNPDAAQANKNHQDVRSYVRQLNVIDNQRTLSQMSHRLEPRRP
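Compounds were titrated in qHTS against a Rap1B-BODIPY-GDP (250 nM) complex with EPAC2 (100 nM) and GDP (50 uM). BODIPY-GDP release tracked at 480/540 nm over 30 min at room temperature, normalized to 6.5 mM cAMP.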
IL2 activator = qHTS of IL-2 Activators. activation, % (series mostly up to about 46 µM). hit rate 0.065% among 360,000. AID 652025, 2013. IL-2 activation reporter assay, cell-based qHTS; stimulated with anti-CD3/CD4/CD28 beads; in transgenic mouse T cells; in the data active = activation above about 50%; inconclusive = mostly about 30% to 49%; also: 0% is about no effect
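Unstimulated transgenic mouse T cells; 60-min compound exposure; bead-based TCR/CD4/CD28 stimulation; 18 h culture, 37 degrees C; dual fluorescence (EGFP, DsRed) plate cytometry.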
Nrf2 activator = qHTS of Nrf2 Activators; AREc32 ARE-luciferase reporter (MCF7-derived line), luminescence, 24 h; Potency, µM (highest dose often 46.1 µM), without a hit: at the top dose activation, most hits filed as activators; hit rate 0.31% among 410,000; AID 624171, 2012; also: potency is read from the fitted curve at half-maximal effect; % of control where 0% means no effect; nearly all actives have a fitted effect of over 65% in size
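Each well held 1000 AREc32 cells, which were incubated with compound for 24 hr at 37 deg C after overnight attachment, and ARE reporter activity was quantified by firefly luciferase luminescence.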
TGFb inhibitor = qHTS for Inhibitors of TGF-b. hit rate 1.2% among 410,000. Potency, µM (top dose mostly 46.1 µM), for the others: at the highest dose activity, negative = inhibition, usual class: inhibitors. HepG2 CAGA-GFP TGF-b/SMAD3 reporter, GFP fluorescence, 18 h; TGF-beta stimulated, 500 pg/mL final; also: potency is read from the fitted curve at half-maximal effect; % is scaled to controls: 0 for no effect and ±100 for the full control effect; nearly all actives have a fitted effect of over 65% in size
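Cell-based qHTS in HEPG2 carrying a CAGA-GFP Smad reporter; compounds added before 500 pg/mL final TGF-beta, 18 h incubation at 37 degrees C, GFP fluorescence quantified per cell by imaging cytometry.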
ATXN2 expr inh = Primary qHTS for Inhibitors of ATXN expression; HEK-293 ATXN2-luciferase reporter, luminescence, 24 h; Potency, µM (titrated, usually from 57 µM), for the others: at the highest dose activity change, negative = inhibition, most hits filed as inhibitors; hit rate 0.72% among 360,000; AID 1745845, 2022; also: potency is read from the fitted curve at half-maximal effect; % is scaled to controls: 0 for no effect and ±100 for the full control effect; nearly all actives have a fitted effect of over 55% in size
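ATXN2-luciferase reporter cells (luciferase flanked by upstream and downstream ATXN2 gene portions) were treated 24 h at 37 °C with compounds at up to 57 uM. SteadyGlo luminescence gave expression; GF-AFC fluorescence gave viability.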
Starred values were filed as active, the others as inactive; i = inactive; u = inconclusive; x = no result given; & = joins results of further samples; [ ] = another dose, or the depositor's remark. Unless noted, calls follow the shape of the dose curve; as a rule, active = well fitted curve in the direction sought with a large enough effect; inconclusive = small, poorly fitted or top-dose-only effect, or another doubt; inactive = no such curve, though single readings can be large; an effect the other way counts as inactive or inconclusive. Compounds as they come; any-hit rate near 4.3%.

molecule	Nrf2 block	ATXN viability	A549 viability	HepG2 tox	EPAC2 ag	IL2 activator	Nrf2 activator	TGFb inhibitor	ATXN2 expr inh
Cc1cc(S(=O)(=O)N2CCN(c3ccccc3F)CC2)ccc1-n1cnnn1	u	i	1%	-13%	9%	0.2	0.2%	-2%	-16%
O=C(O)c1oc2ccccc2c1CSc1ccccn1	-22%	i	-3%	-1%	0%	-2.4	0.4%	-2%	-13%
CCN1CCCC1CNC(=O)C(=O)Nc1ccccc1OC (stereo not drawn)	1%	i	u	2%	4%	-0.9	0.0%	1%	1%
COc1ccc(NC(=O)CSc2nc3c(oc4ccccc43)c(=O)n2-c2ccccc2)cc1OC	-12%	18µM*	-11%	3%	x	x	-0.2%	-2%	-2%
Cc1cc(=O)oc2cc(OCC(=O)OC(C)C(=O)Nc3ccc(S(N)(=O)=O)cc3)ccc12 (stereo not drawn)	-14%	i	-3%	-10%	2%	-1.2	4.6%	4%	9%
COc1ccc(NC(=O)C2(C)CCCN(C(C)C)C2)cc1OC (stereo not drawn)	x	i	x	2%	11%	-0.1	-0.6%	5%	12%
Cc1cc(Cl)ccc1OCC(=O)N1CCC(c2nc3ccccc3s2)CC1	u	u	-24%	1%	x	x	-0.5%	u	-31%
Cc1nc(Sc2cccn2C)c(C(F)(F)F)c(=O)[nH]1	-27%	i	-8%	-8%	7%	-2.9	7.9%	-15%	-5%
COc1cc(C(=O)NN2C(=O)NC3(CCC(C)CC3)C2=O)ccc1OC(F)F (stereo not drawn)	-4%	u	0%	7%	-3%	2.7	-0.1%	2%	-4%
NC(=S)N/N=C/c1ccc(C23CC4CC(CC(C4)C2)C3)cc1	u	i	-5%	-10%	12%	-0.6	3.9%	-14%	u
CSc1nc(N2CCOCC2)c2ccccc2n1	-2%	i	2%	-18%	10%	-2.7	3.6%	20%	-7%
CCc1nnc(NC(=O)C2CCC2)s1	u	i	0%	-23%	8%	-2.4	-0.6%	10%	6%
O=C(NNc1c([N+](=O)[O-])cc(C(F)(F)F)cc1[N+](=O)[O-])c1ccco1	u	u	u	-36%	1%	-5.5	5.1%	u	u
COc1ccc(S(=O)(=O)N2CCOCC2)cc1C(=O)Nc1cc(C)on1	x	i	2%	-33%	5%	-2.4	0.1%	1%	2%
COc1ccc(CNC(=O)COC(=O)C2CCN(S(=O)(=O)c3ccccc3C(F)(F)F)CC2)cc1	3%	u	-5%	19%	4%	-3.2	-0.5%	-1%	2%
COC(=O)[C@H]1[C@@H](C)N(Cc2ccccc2)C(=O)N[C@H]1c1cccc(C(F)(F)F)c1	u	i	-4%	-1%	-2%	-1.4	0.4%	-1%	-31%
CNS(=O)(=O)c1ccc(CNC[C@H]2O[C@@H](n3cnc(C(N)=O)n3)[C@H](O)[C@@H]2O)cc1	-8%	i	-1%	-1%	6%	-0.3	-1.0%	4%	0%
COc1ccc(S(=O)(=O)N2CCOCC2)cc1NC(=O)CSc1ncnc2ccccc12	-2%	i	10%	-20%	10%	0.0	-1.1%	-1%	-10%
CCc1nnc(NC(=O)CSc2nnnn2-c2cccc(C(=O)OC)c2)s1	-3%	i	0%	6%	0%[15.6 µM]	-0.1	0.4%	-14%	-2%
C=CCn1c(SCC(=O)NC2CCCC2)nc2c([nH]c3ccccc32)c1=O	0%	i	0%	-7%	-3%	1.2	3.6%	15%	3%
CC1CCCCC12NC(=O)N(CC(=O)N1CCN(S(=O)(=O)c3ccc4c(c3)CCC4)CC1)C2=O (stereo not drawn)	-16%	i	5%	-1%	2%	-0.1	0.1%	28%	11%
CCOc1ccc(NC(=O)CN(C)c2nnnn2-c2ccccc2)cc1OCC	6%	i	-8%	-1%	-5%	-1.3	-0.5%	1%	3%
Cc1cc(C)cc(NC(=S)NC2CC3CCCC(C2)N3C2CC2)c1 (stereo not drawn)	1%	u	-8%	-35%	-5%	-0.6	-0.5%	u	x
COCCc1nc2ccc(C(=O)NCc3cccc(-n4cccn4)c3)cc2o1	u	i	0%	4%	-3%	-2.2	0.5%	-6%	-3%
COc1ccc(Oc2nc3ccccc3n3cccc23)cc1	x	i	7%	1%	10%	-3.8	-0.7%	-26%	-5%

Whole records, quoted from the list:
Record of COC(=O)[C@H]1[C@@H](C)N(Cc2ccccc2)C(=O)N[C@H]1c1cccc(C(F)(F)F)c1 → Nrf2 block: u; ATXN viability: i; A549 viability: -4%; HepG2 tox: -1%; EPAC2 ag: -2%; IL2 activator: -1.4; Nrf2 activator: 0.4%; TGFb inhibitor: -1%; ATXN2 expr inh: -31%
Record of COc1ccc(Oc2nc3ccccc3n3cccc23)cc1 → Nrf2 block: x; ATXN viability: i; A549 viability: 7%; HepG2 tox: 1%; EPAC2 ag: 10%; IL2 activator: -3.8; Nrf2 activator: -0.7%; TGFb inhibitor: -26%; ATXN2 expr inh: -5%

Going on with the list:
molecule	Nrf2 block	ATXN viability	A549 viability	HepG2 tox	EPAC2 ag	IL2 activator	Nrf2 activator	TGFb inhibitor	ATXN2 expr inh
Cc1cc(=O)[nH]c(Sc2c(-c3ccccc3)c3ccccc3[nH]c2=O)n1	u	u	-4%	9%	-7%	-2.1	-0.4%	-8%	1%
Cc1cc(N2CCN(c3cccc(C(F)(F)F)c3)CC2)n2nc(-c3ccccc3C)nc2n1	2%	i	-6%	14%	x	x	0.0%	-2%	1%
CCN(Cc1ccccc1)C(=O)COC(=O)CNC(=O)c1ccc(C)s1	-1%	i	-3%	-4%	1%	0.0	-0.9%	6%	0%
Cc1ccc2oc(-c3ccc(Cl)c(NC(=O)c4ccc(-c5ccccc5[N+](=O)[O-])o4)c3)nc2c1	u	i	-5%	-13%	x	x	0.8%	-10%	75%[activator]
O=C(NCc1cccnc1)C(=O)N/N=C/c1ccc([N+](=O)[O-])cc1	-19%	i	-1%	-11%	3%	-2.9	-0.1%	-14%	-20%[11.3 µM]
COc1ccc(NC(=S)N2CCc3ccccc3C2)cc1	3%	i	8%	-8%	-5%	-0.4	0.6%	10%	45%[activator]
O=C(c1ccc([N+](=O)[O-])cc1)N(C1=NCCCCS1)c1ccccc1	-22%	i	0%	2%	1%	-0.9	0.3%	-1%	-2%
Cc1cccn2c(=O)c3cc(C(=O)N4CCCCC4)sc3nc12	u	x	-6%	-28%	-3%	-1.5	10%	0%	42%[activator]
CCn1c(=O)c(C(=O)NCc2ccccc2Cl)c(O)c2ccccc21	-28%	i	-3%	-2%	16%	5.1	0.1%	-20%	-24%
C=C1CCN(C(CC(C)C)C(=O)NCc2cc(OC)c(OC)c(OC)c2)S(=O)(=O)c2ccccc21 (stereo not drawn)	4%	x	11%	-4%	x	x	x	-29%	x
O=C(C1=NNC2C(=O)N(c3ccccc3)C(=O)C12)c1nc(Cl)ccc1Cl (stereo not drawn)	3%	i	-7%	17%	0%	-5.3	-1.6%	-1%	-16%
COc1ccccc1/C=N/n1nnnc1N	19%	i	-3%	3%	-1%	0.1	3.2%	0%	11%
CC(CCc1ccccc1)NC(=O)CC(C)c1ccccc1 (stereo not drawn)	-21%	i	0%	-6%	-5%	0.7	0.5%	-1%	x
CC(C)c1cc(C(N)=O)c(NC(=O)c2cccc(COc3ccc(Cl)cc3)c2)s1	u	i	-2%	-7%	18%	-1.0	-1.4%	u	u
O=C(Nc1cccc(Cl)c1)N1CCc2ccccc2C1	u	i	4%	1%	13%	-1.4	4.6%	-2%	51%[activator]
Cc1cc(/C=C2/C(=N)N3C(=NC2=O)SN=C3S(C)(=O)=O)c(C)n1-c1ccc(F)cc1	18%	u	u	-1%	-3%	0.6	-0.3%	-2%	x
CCc1ccc(NC(=O)CCn2cnc3ccccc3c2=O)cc1	x	i	22%	-8%	x	x	0.3%	-29%	12%
O=C(CCc1nc(-c2ccc(Cl)cc2)no1)NC1CCCC1	u	u	1%	-10%	4%	0.0	-0.5%	10%	x
CCN(CC)S(=O)(=O)c1ccc(N2CCOCC2)c(NC(=O)COc2ccc(Cl)cc2)c1	u	i	-12%	18%	7%	1.8	-0.3%	-5%	x
CS(=O)(=O)c1ccc(C2=C(c3ccccc3)C(=O)OC2)cc1	-3%	i	2%	-8%	8%	-0.2	0.5%	4%	-7%&16%
COC(=O)c1ccc(CSC2=NCCS2)cc1	4%	i	2%	5%	-8%	-1.0	1.3%	16%	57%[activator]
CCCS(=O)(=O)c1nnnn1-c1cccc(OC)c1	u	x	u	18µM*	7%	-3.5	-1.9%	u	u
Cc1cccc(C)c1NC(=O)N1CCC(n2cnc3ccccc32)CC1	21%	i	-5%	8%	2%	0.6	-0.8%	10%	7%
COC(=O)C(NC(=O)COc1ccccc1)(Nc1nc2c(s1)CCCC2)C(F)(F)F (stereo not drawn)	-9%	i	-13%	-20%	19%	-0.7	7.4%	-5%	3%
Cc1nn(-c2ccc(C(=O)O)cc2)c(N)c1-c1ccccc1	u	i	-3%	-6%	-10%	-1.1	0.2%	4%	1%
c1ccc(-c2cn3c(n2)SCC3)cc1	24%	i	-6%	-10%	2%	0.2	1.4%	-7%	32%
Cc1ccc(S(=O)(=O)N(C)CCCC(=O)N2CCCCC2)cc1	-8%	i	-3%	-9%	3%	-0.1	-0.2%	-13%	x
Cc1ccc(S(=O)(=O)Nc2cc(C(C)C)c(O)cc2C)cc1	1%	i	-2%	-38%	10%	-0.7	7.6%	0%	-6%
